Source: PubChem (National Center for Advancing Translational Sciences (NCATS))
HTT aggregate: reduces HttQ103-GFP aggregates in PC12 cells. PC12 HttQ103-GFP aggregates, Acumen cytometry, 40 h. Potency, µM (doses to about 46.1 µM), without a hit: at the highest dose activity change, negative = inhibition, hits mostly inhibitors. actives 1.1% (n = 220,000). AID 1688; also: potency is read from the fitted curve at half-maximal effect; % is scaled to controls: 0 for no effect and ±100 for the full control effect; nearly all actives have a fitted effect of over 60% in size
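Aggregates are detected as GFP objects 1–25 µm with signal 6 STDEV over background in lysates of induced PC12 cells. These carry Huntingtin exon 1 with 103 glutamines fused to GFP under an ecdysone promoter; compounds titrated.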
Lamin A splicing: modulators of lamin A splicing; HeLa LMNA splicing GFP/RFP minigene ratio, 48 h; Potency, µM (titrated, usually from 46.1 µM), without a hit: at the top dose ratio change, negative = inhibition, actives largely listed as inhibitors; actives 0.01% (n = 200,000); AID 1487; active = well fitted inhibition curve with a large enough effect in the signal ratio, with a control signal flat, not every such curve was filed as active; inconclusive = small, poorly fitted or top-dose-only effect, or effect the other way, or a change in a side signal; the % refers to the signal ratio; also: potency is read from the fitted curve at half-maximal effect; % is scaled to controls: 0 for no effect and ±100 for the full control effect
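Read-out is the ratio of GFP to DsRed2 object intensity, acquired by 488 nm laser-scanning cytometry on HeLa lamin A-EGFP minigene reporter cells. Compound incubation 48 hrs at 37 °C in Opti-MEM with 2% FBS; DMSO 0.5% final.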
Luc counter: blocks Kinase-Glo luciferase, a counter-screen artifact; Kinase-Glo luciferase, ATP luminescence, 8 min; Potency, µM (series often up to 38.3 µM), for inactives: at the highest dose activity change, negative = inhibition, hits mostly inhibitors; actives 0.28% (n = 200,000); AID 1379; also: potency is read from the fitted curve at half-maximal effect; % is scaled to controls: 0 for no effect and ±100 for the full control effect; nearly all actives have a fitted effect of over 60% in size
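Compound is pinned into ATP-containing buffer (10 uM ATP, imidazole pH 7.2, 7 mM MgCl2). Kinase-Glo luciferase reagent is then added. Light output is recorded following an 8-min room-temperature incubation.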
Epigenetic reg: epigenetic control regulation, reporter derepression; actives 0.2% (n = 280,000); murine LDR cells, GFP reporter derepression, 30 h; AID 1865; Potency, µM (series often up to 53.9 µM), for inactives: at the top dose GFP activation, hits mostly activators; also: potency is read from the fitted curve at half-maximal effect; % of control where 0% means no effect; nearly all actives have a fitted effect of over 60% in size
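Readout is the number of GFP-expressing murine LDR cells, counted by cytometry following washing. Cells were treated with compound for 30 h at 37 C; the stably integrated CMV-GFP locus is normally silent.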
IMPase Li inh: IMPase inhibition in cells with lithium potentiation. Potency, µM (titrated, usually from 59.4 µM), inactives show at the top dose activity, negative = IMPase inhibition, most hits filed as inhibitors. CHO-M1 cells, IP1 TR-FRET (IP-One), carbachol + lithium. actives 0.35% (n = 210,000);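 also: IP1 builds up when IMPase is blocked and the TR-FRET signal falls; potency is read from the fitted curve at half-maximal effect; plate controls were basal vehicle for no effect and high inhibitor control for full effect; nearly all actives have a fitted effect of over 50% in size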
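Test compounds were applied to CHO-M1 cells previously cultured for 16–30 h at 2000 per well. A small lithium amount accompanied them; after 30 min at 37C, IP1 was quantified by TR-FRET.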
CBFb RUNX1 block: CBF-beta/RUNX1 interaction disruption; AlphaScreen CBFb-His/RUNX1-biotin binding, biochemical; Potency, µM (titrated, usually from 59.8 µM), without a hit: top-dose activity, negative = inhibition, actives largely listed as inhibitors; 230,000 tested, under 10 active; AID 1477; also: % of control where 0% means no effect
Target sequence (Q01196 whole entry, looked up): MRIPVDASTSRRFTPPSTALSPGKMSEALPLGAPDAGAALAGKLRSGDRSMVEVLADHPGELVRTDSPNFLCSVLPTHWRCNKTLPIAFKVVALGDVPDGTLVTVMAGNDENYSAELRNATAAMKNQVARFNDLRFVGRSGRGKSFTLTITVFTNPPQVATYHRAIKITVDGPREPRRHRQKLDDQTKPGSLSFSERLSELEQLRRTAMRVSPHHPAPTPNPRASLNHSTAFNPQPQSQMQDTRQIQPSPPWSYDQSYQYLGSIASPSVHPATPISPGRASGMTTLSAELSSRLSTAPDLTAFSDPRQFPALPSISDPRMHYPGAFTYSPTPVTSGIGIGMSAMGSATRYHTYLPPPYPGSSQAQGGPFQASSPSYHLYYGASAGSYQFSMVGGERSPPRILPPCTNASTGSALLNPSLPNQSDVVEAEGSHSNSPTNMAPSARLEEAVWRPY
Target sequence (Q13951 whole entry, looked up): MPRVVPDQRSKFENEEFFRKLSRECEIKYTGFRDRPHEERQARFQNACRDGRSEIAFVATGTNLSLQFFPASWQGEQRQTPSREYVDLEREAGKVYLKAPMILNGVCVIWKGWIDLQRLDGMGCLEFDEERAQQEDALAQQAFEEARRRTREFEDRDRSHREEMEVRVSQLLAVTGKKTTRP
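Compounds were screened at multiple concentrations against a preformed CBF-beta(His)/RUNX1(biotin) complex (30 nM of each) for 15 min at room temperature, followed by 90 min with nickel and streptavidin beads and AlphaScreen reading.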
NPSR antagonist: antagonists of human neuropeptide S receptor cAMP signaling; CHO-NPSR cells, cAMP TR-FRET, antagonist mode; actives 1% (n = 220,000); AID 1461; Potency, µM (top dose mostly 38.3 µM), for the others: at the highest dose activity change, negative = inhibition, usual class: inhibitors; also: potency is read from the fitted curve at half-maximal effect; % is scaled to controls: 0 for no effect and ±100 for the full control effect; nearly all actives have a fitted effect of over 50% in size; many of its hits are not listed in these tables
Target sequence (Q6W5P4 whole entry, looked up): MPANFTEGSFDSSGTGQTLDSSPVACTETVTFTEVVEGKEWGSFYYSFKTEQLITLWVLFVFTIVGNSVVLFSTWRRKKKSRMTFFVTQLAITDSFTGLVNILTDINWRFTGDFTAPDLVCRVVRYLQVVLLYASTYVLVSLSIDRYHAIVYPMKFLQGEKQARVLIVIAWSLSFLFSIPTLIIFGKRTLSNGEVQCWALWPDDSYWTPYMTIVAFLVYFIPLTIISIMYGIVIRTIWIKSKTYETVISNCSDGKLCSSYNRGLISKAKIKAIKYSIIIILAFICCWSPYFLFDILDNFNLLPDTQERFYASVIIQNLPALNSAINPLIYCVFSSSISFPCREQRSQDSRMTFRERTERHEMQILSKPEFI
Numbers without * were called inactive; [ ] = dose if it differs, or a comment. Unless noted, calls follow the shape of the dose curve; as a rule, active = well fitted curve in the direction sought with a large enough effect; inconclusive = small, poorly fitted or top-dose-only effect, or another doubt; inactive = no such curve, though single readings can be large; an effect the other way counts as inactive or inconclusive. The list is partial (hit frequency here may not be typical).

Screening COCCNC(=O)CSc1nnc(-c2ccc(C)cc2)c(-c2ccc(C)cc2)n1 returned HTT aggregate 5.1%[9.22 µM], Lamin A splicing 12.3%[46 µM], Luc counter -2.6%, Epigenetic reg -1.3%, IMPase Li inh 6.7%, CBFb RUNX1 block -7.1% and NPSR antagonist -36.2%.
CCc1ccc(C2NC(c3ccc(CC)cc3)C([N+](=O)[O-])C(C)(C)C2[N+](=O)[O-])cc1 (stereo not drawn) was read as HTT aggregate -3.1%, Lamin A splicing -2.7%, Luc counter -3.8%, Epigenetic reg 0.4%, IMPase Li inh -5.2%, CBFb RUNX1 block -8.3% and NPSR antagonist -19.0%.
`O=C(NCCc1ccccc1)c1ccc2c(c1)N(Cc1ccccc1)C(=O)CS2=O` (stereo not drawn) gave HTT aggregate -6.3%, Lamin A splicing -6.9%, Luc counter 4.8%, Epigenetic reg -1.8%, IMPase Li inh 34.4%[activator][38.3 µM], CBFb RUNX1 block 7.9% and NPSR antagonist -9.0%[46.1 µM].
Cc1cc(C(=O)Nc2ccc(N3CCOCC3)cc2)c2ccccc2n1 was read as HTT aggregate 25.6%, Lamin A splicing 17.4%, Luc counter -4.9%, Epigenetic reg -1.2%, IMPase Li inh 13.1%[38.3 µM], CBFb RUNX1 block -9.3% and NPSR antagonist -11.3%[46.1 µM].
For CC1(NC(=S)Nc2ccc(NC(=S)NC3(C)CCS(=O)(=O)C3)cc2)CCS(=O)(=O)C1 (stereo not drawn) the results were HTT aggregate -7.2%[9.22 µM], Epigenetic reg 2.1%, CBFb RUNX1 block 5.2% and NPSR antagonist -13.3%.
For CS(=O)(=O)N1CCCC(C(=O)N2CCN(c3cccc(Cl)c3)CC2)C1 (stereo not drawn) the results were HTT aggregate -7.1%, Luc counter -0.9%, Epigenetic reg 1.2%, IMPase Li inh 1.7%, CBFb RUNX1 block -7.7% and NPSR antagonist 7.2%.
O=C1N(CN2C(=O)C3(OCCO3)c3ccccc32)c2ccccc2C12OCCO2 was read as HTT aggregate -20.9%, Lamin A splicing 7.8%, Luc counter -3.9%, Epigenetic reg -1.0%, IMPase Li inh 44.9%[activator][38.3 µM], CBFb RUNX1 block 0.5% and NPSR antagonist -21.0%[46.1 µM].
`CCN(C(=O)COC(=O)c1cc(=O)[nH]c2ccccc12)C1CCS(=O)(=O)C1` (stereo not drawn) gave HTT aggregate -17.0%[9.22 µM], Epigenetic reg -1.1%, CBFb RUNX1 block 22.5% and NPSR antagonist 21.1%.
CCCCn1c(SCC(=O)N2CCCC2)nnc1-c1ccccc1 was read as HTT aggregate 5.1%, Lamin A splicing 13.1%, Luc counter -0.9%, Epigenetic reg -1.5%, IMPase Li inh 29.7%[38.3 µM], CBFb RUNX1 block -1.2% and NPSR antagonist -5.8%[46.1 µM].
For N#CCCN(C(=O)CCl)c1cccc(Cl)c1 the results were HTT aggregate 17.8µM*, Luc counter -0.6%, Epigenetic reg 0.0%, IMPase Li inh -14.6%, CBFb RUNX1 block 17.9% and NPSR antagonist 25.4%.
Screening CC(C)(C)SCCNC(=O)CN(c1ccccc1)S(=O)(=O)c1ccc(F)cc1 returned HTT aggregate -12.7%[9.22 µM], Lamin A splicing 0.5%[46 µM], Luc counter 1.2%, Epigenetic reg 8.0%, IMPase Li inh 13.3%, CBFb RUNX1 block -1.3% and NPSR antagonist -6.4%.
For COC(=O)CCNS(=O)(=O)c1ccc2ccccc2c1 the results were HTT aggregate -17.3%, Lamin A splicing 2.4%, Luc counter -3.7%, Epigenetic reg -1.0%, IMPase Li inh -1.7%, CBFb RUNX1 block 6.7% and NPSR antagonist 1.8%.
For O=C(CCC1CCCCC1)Nc1ccccc1C(=O)N1CCOCC1 the results were HTT aggregate 25.4%, Luc counter 4.6%, Epigenetic reg -0.2%, IMPase Li inh 0.8%, CBFb RUNX1 block 2.4% and NPSR antagonist 3.1%.
Cc1ccc(S(=O)(=O)N2CCC(=O)N(CCO)CC2)cc1 was read as HTT aggregate 12.7%, Lamin A splicing -2.3%, Luc counter 2.9%, Epigenetic reg 0.3%, IMPase Li inh -3.7%, CBFb RUNX1 block -2.5%[2.36 µM] and NPSR antagonist 11.8%.
For CN(C(=O)c1cccnc1)c1nnc(-c2ccccn2)s1 the results were HTT aggregate -10.2%, Lamin A splicing 8.5%, Luc counter -2.1%, Epigenetic reg 0.0%, IMPase Li inh 11.9%[38.3 µM], CBFb RUNX1 block 0.0% and NPSR antagonist -5.4%[46.1 µM].
`CCc1ccccc1N(CC(=O)NCc1ccco1)C(=O)c1snc(C(N)=O)c1N` gave HTT aggregate 7.6%, Lamin A splicing 4.0%, Luc counter 2.4%, Epigenetic reg -0.2%, IMPase Li inh 1.0%[38.3 µM], CBFb RUNX1 block 0.0% and NPSR antagonist -9.6%[46.1 µM].
Screening COc1ccc2cc(CN(CC3CCCO3)C(=O)Nc3ccccc3)c(=O)[nH]c2c1 (stereo not drawn) returned HTT aggregate -10.1%[9.22 µM], Lamin A splicing 9.5%[46 µM], Luc counter -0.1%, Epigenetic reg 1.1%, IMPase Li inh 2.2%, CBFb RUNX1 block 2.3% and NPSR antagonist 8.6%.
Screening CCCC(=O)Nc1nc(C)c(C(C)=O)s1 returned HTT aggregate -4.3%[9.22 µM], Luc counter -4.1%, Epigenetic reg -1.0%, IMPase Li inh 8.91µM*, CBFb RUNX1 block -2.9% and NPSR antagonist 14.6%.
`NC(=O)C1=C[C@H](c2csc3ccccc23)C[C@H](OCCCCO)O1` gave HTT aggregate 3.9%[9.22 µM], Epigenetic reg 0.2%, IMPase Li inh -3.3%, CBFb RUNX1 block -0.4% and NPSR antagonist -16.8%.
`C[C@H](NC(N)=O)C(=O)OCC(=O)NCc1cccs1` gave HTT aggregate -1.5%, Lamin A splicing -6.5%[46 µM], Luc counter 9.1%, Epigenetic reg 2.6%, IMPase Li inh -3.6%, CBFb RUNX1 block 1.9% and NPSR antagonist 13.0%.
For COc1cccc(NC(=S)NNC(=O)CCn2cc([N+](=O)[O-])cn2)c1 the results were Lamin A splicing inconclusive, Luc counter -4.5%, Epigenetic reg 0.0%, IMPase Li inh 10.0%, CBFb RUNX1 block 1.4% and NPSR antagonist -0.1%.
`C/C(=N\Nc1cccc2cccnc12)c1ccccc1O` gave HTT aggregate -20.0%, Lamin A splicing 1.2%[46 µM], Luc counter -5.4%, Epigenetic reg 2.6%, IMPase Li inh 0.5%, CBFb RUNX1 block inconclusive and NPSR antagonist -32.7%.
Screening CNC(=S)Nc1ccc(C23CC4CC(CC(C4)C2)C3)cc1 returned HTT aggregate -25.6%, Lamin A splicing inconclusive, Epigenetic reg 0.0%, CBFb RUNX1 block -15.9% and NPSR antagonist -23.9%[46.1 µM].
For CCNC(=S)Nc1scc(-c2ccccc2)c1C(=O)OCC the results were HTT aggregate 14.1µM*, Lamin A splicing inconclusive, Luc counter 3.5%, Epigenetic reg 0.0%, IMPase Li inh inconclusive, CBFb RUNX1 block -1.4% and NPSR antagonist -55.7%.
Screening CC[C@H](C)C1NC(=O)[C@H](CC(=O)O)NC(=O)c2cc([N+](=O)[O-])cc(I)c2NCCC(C(N)=O)NC1=O (stereo partly drawn) returned HTT aggregate -10.2%, Lamin A splicing 1.5%, Luc counter -2.2%, Epigenetic reg 0.0%, IMPase Li inh 6.8%, CBFb RUNX1 block -1.6%[2.36 µM] and NPSR antagonist 13.8%.
For Cc1nc2cc(NS(=O)(=O)c3c(C)c(C)cc(C)c3C)ccc2s1 the results were HTT aggregate -7.8%, Lamin A splicing inconclusive, Luc counter 0.3%, Epigenetic reg 2.0%, IMPase Li inh 17.9%, CBFb RUNX1 block 3.9% and NPSR antagonist inconclusive.
COCCNc1c(-c2ccc(OC)c(OC)c2)nc2ccc(Cl)cn12 was read as HTT aggregate 4.4%[9.22 µM], Lamin A splicing inconclusive, Luc counter -0.6%, Epigenetic reg 0.0%, IMPase Li inh 2.4%, CBFb RUNX1 block -5.6% and NPSR antagonist -0.8%.
COc1ccccc1CNC(=O)c1c(-c2ccccc2)nn(-c2ccccc2)c1C was read as HTT aggregate -24.2%, Lamin A splicing -20.5%, Luc counter -1.6%, Epigenetic reg -5.9%, IMPase Li inh 35.7%[activator][38.3 µM], CBFb RUNX1 block -2.5% and NPSR antagonist -16.9%[46.1 µM].
`CC(=O)/C(=N\Nc1ccc(C)cc1)N1CCOCC1` gave HTT aggregate 8.3%, Lamin A splicing inconclusive, Epigenetic reg 1.6%, CBFb RUNX1 block 0.8% and NPSR antagonist inconclusive.
Screening O=[N+]([O-])c1ccc(OCc2nnc(-c3ccccc3)o2)cc1 returned HTT aggregate -13.0%, Lamin A splicing -1.9%[46 µM], Luc counter 1.3%, Epigenetic reg 1.1%, IMPase Li inh 3.1%, CBFb RUNX1 block -3.4% and NPSR antagonist -4.6%.
Cc1c(C(=O)N2CCN(Cc3ccc4c(c3)OCO4)CC2)cccc1[N+](=O)[O-] was read as HTT aggregate -17.5%, Lamin A splicing inconclusive, Luc counter 0.9%, Epigenetic reg -3.2%, IMPase Li inh -4.4%, CBFb RUNX1 block 11.5% and NPSR antagonist 8.5%.
Screening O=C(CCCn1c(=O)[nH]c2ccccc2c1=O)Nc1ccc(F)cc1 returned HTT aggregate 2.8%, Epigenetic reg 2.6%, IMPase Li inh -8.5%, CBFb RUNX1 block -2.3% and NPSR antagonist 0.7%.
COc1cc2c(cc1/C=C1/NC(=O)N(CC(=O)Nc3ccccc3)C1=O)OCO2 was read as HTT aggregate 26.4%[9.22 µM], Lamin A splicing 12.2%[46 µM], Luc counter -6.0%, Epigenetic reg -1.4%, IMPase Li inh -3.1%, CBFb RUNX1 block -4.4% and NPSR antagonist 8.6%.
Screening CC1CCCN(C(=O)c2cccc(S(=O)(=O)Nc3cc(C(F)(F)F)ccc3Cl)c2)C1 (stereo not drawn) returned HTT aggregate inconclusive, Lamin A splicing inconclusive, Epigenetic reg -0.9%, CBFb RUNX1 block -7.1% and NPSR antagonist 5.4%[46.1 µM].
